mHTT-CaM PPI inh: disrupts binding of mutant huntingtin to calmodulin. P42858. AlphaScreen His-mHTT/GST-CaM binding, luminescence. inhibition, % at 15 µM. 3.6% of 190,000 active;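 further: 0% = both proteins with DMSO and 100% = one protein alone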
Pf apPOL block: Pf-apPOL DNA polymerase inhibition; Recombinant Pf-apPOL, molecular beacon fluorescence, 1.5 h; inhibition, % at 10 µM; 0.25% of 210,000 active
* marks the source's active call; other numbers are inactive results; i = inactive; . = no result given; & = joins results of further samples. No stated cut-off is given here; in the data, active means inhibition above about 50%; inactive means the rest. These rows are one share of the data; count on the stated rates, not on these rows.

Under each structure – mHTT-CaM PPI inh, Pf apPOL block
- N#CC1=C(N)N(c2c(F)cccc2F)C2=C(C(=O)CCC2)C1c1cccs1 (stereo unspecified)
→ 14, -3
- COc1ccc(CNC(=O)c2cnn3c2NC(c2ccccc2)CC3C(F)(F)F)cc1 (stereo unspecified)
→ 18, 4
- O=Cc1cc(Cl)c(OCc2cccc(F)c2)c(Cl)c1
→ -3, -6
- CC(C)N1CCN(C(=O)c2cn3cc(Cl)ccc3n2)CC1
→ -2, -2
- COc1ccc2c(c1OC)C(=O)OC2Nc1ncccc1C (stereo unspecified)
→ -6, -8
- COCC(C)NC(=O)c1cc(-c2ccc(F)cc2)on1 (stereo unspecified)
→ -2, 1
- CCOC(=O)Cn1c(=O)c(C#N)cn(C(C)C)c1=O
→ ., 3
- O=C(O)c1nonc1NCn1nnc2ccccc21
→ -2, -3
- CC(=O)c1cccc(S(=O)(=O)N2CCCC(c3nnc(-c4ccccc4F)s3)C2)c1 (stereo unspecified)
→ -6, -2
- COc1cccc(OC)c1NC(=O)O[C@H]1CCC12CCC(c1ccccc1)CC2 (stereo partly specified)
→ -4, -6
- CN(C)c1ccc(CCCNC(=O)C23CC4CC(CC(C4)C2)C3)cc1
→ 1, 5
- Cc1ccc(C2CCCN2C(=O)c2cc(-c3ccco3)on2)cc1 (stereo unspecified)
→ -1, -4
- CCOC(=O)C1CCCN(C(=O)C2CCN(c3ccccc3C)C2=O)C1 (stereo unspecified)
→ -3, -4
- CC(C)CN(CC(C)C)S(=O)(=O)N1CCC(C(=O)NC(C)c2ccccc2)CC1 (stereo unspecified)
→ 11, -11
- CC(C)N(C(=O)c1ccc(C(=O)N(C(C)C)C(C)C)cc1)C(C)C
→ 1, -5
- CCCCN(CCCC)S(=O)(=O)c1ncn[nH]1
→ -7, .
- Cc1ccc(-c2cc3c(nn2)-c2ccccc2C3=O)cc1
→ 0, -18
- CCC(C)C(NC(=O)c1ccccc1NC(=O)c1ccccc1)C(=O)O (stereo unspecified)
→ 2, -8
- Cc1ccsc1C1C2=C(CCCC2=O)Nc2ncnn21 (stereo unspecified)
→ -4, -3
- COc1ccc(NC(NC(=O)Cc2ccccc2)C(Cl)(Cl)Cl)cc1 (stereo unspecified)
→ 10, 1
- O=C(Nc1nc(-c2ccc3c(c2)CCCC3)cs1)C1=COCCO1
→ 3, -6
- Cc1ccc(C(=O)NCc2ccc(N3CCCCC3)nc2)c(C)c1
→ 7, 0
- COc1cccc(Cn2c3cc(C)sc3c3cnn(C)c(=O)c32)c1
→ 6, 0
- CCc1nnc(NS(=O)(=O)c2ccc(N=Cc3cc(Br)ccc3O)cc2)s1
→ 0, 3
- CCOC(=O)C(=CNc1cccc(C(=O)OC)c1)C(=O)OCC
→ ., -5&-4
- CC1CCCN(c2cc(C(=O)NCc3cccc(Cl)c3)c3ccccc3n2)C1 (stereo unspecified)
→ -24, 5
- COc1ccc(-c2nc3c(c(=O)[nH]2)CCN(C(=O)COc2ccc(F)c(F)c2)C3)cc1
→ 3, 2
- Cc1ccc(Oc2nccnc2N2CCC(C(=O)Nc3ccc(F)cc3)CC2)cc1
→ -3, -3
- CSC1=NSC2=NC(=O)/C(=C\c3cccs3)C(=N)N12
→ 3, -2
- CN(CC(=O)NC1CCCc2ccccc21)S(=O)(=O)c1ccc(Br)s1 (stereo unspecified)
→ -4, 2

Reprinted at random: two compounds from above, in no set order.
Under each structure – mHTT-CaM PPI inh, Pf apPOL block
- Cc1ccsc1C1C2=C(CCCC2=O)Nc2ncnn21 (stereo unspecified)
→ -4, -3
- COc1ccc(-c2nc3c(c(=O)[nH]2)CCN(C(=O)COc2ccc(F)c(F)c2)C3)cc1
→ 3, 2

Going on with the list:
Under each structure – mHTT-CaM PPI inh, Pf apPOL block
- CC1CCCCC1NC(=O)C(Cc1ccccc1)NS(=O)(=O)c1ccc(Cl)cc1 (stereo unspecified)
→ -8, -3
- CCc1noc(C2CCCCN2CC(=O)NCCc2cccs2)n1 (stereo unspecified)
→ 31, -6
- COc1ccc(OCc2nc(C#N)c(NCc3cccnc3)o2)cc1
→ 9, -4
- CCc1cc(C2CCCN2Cc2cc(Cl)ccc2O)on1 (stereo unspecified)
→ 37, -6
- N#Cc1cc2c(=O)n3ccccc3nc2n(Cc2ccccc2)c1=N
→ -1, 5
- COc1ccc(CC(=O)Nc2c3c(nn2-c2ccc(Cl)cc2)CSC3)cc1
→ -1, -5
- Cc1ccc(-n2nnnc2SCCNS(=O)(=O)c2ccccc2)cc1C
→ -10, -4
- Cc1ccccc1CC(=O)NCC1CCN(c2cc(-c3cccnc3)[nH]n2)CC1
→ 32, -2
- CCC1Sc2ccccc2N(CC(=O)NCCN2CCN(c3ccccc3F)CC2)C1=O (stereo unspecified)
→ 10, -8
- CCc1ccc(OCC(=O)Nc2nc3ccccc3s2)cc1
→ -6, -5
- CCC(Sc1cccs1)C(=O)NC(C)c1ccccc1 (stereo unspecified)
→ 4, 1
- Cc1ccc(S(=O)(=O)c2nc(C)oc2NCc2ccco2)cc1
→ 8, 5
- COc1ccc(CNC(=O)c2cc3nc(-c4cccs4)cc(C(F)(F)F)n3n2)cc1
→ 1, 14
- N#CC(=CN(CCS(=O)(=O)c1ccc(Cl)cc1)Cc1cccs1)S(=O)(=O)c1ccc(Cl)cc1
→ ., -3&1
- Cc1cc(Cl)c(C(=O)Nc2ccc(F)cc2)c(Cl)n1
→ -9, 1
- COc1cc([N+](=O)[O-])ccc1NC(=O)COc1cccc(C)c1
→ 2, 44
- Cc1cc(C)nc(NC(=O)c2cccc(F)c2)c1
→ -6, 0
- CCOC(=O)C(C#N)=CN=C(NN=Cc1cccs1)SC
→ ., -107
- CC(=O)Nc1ccc(SCCN2CC[C@@H](O)CCC2=O)cc1
→ -9, -8
- COc1ccc(Nc2cc(C)nc(NCCNC(=O)COc3nccc(C)n3)n2)cc1
→ 12, -7
- O=C(NCC(O)c1cccc2ccccc12)c1ccccc1C(F)(F)F (stereo unspecified)
→ -12, -7
- COc1cc(OC)c(OC)cc1CN1CCN(c2ccc(Cl)cc2)CC1
→ 23, 1
- CC(C)OCCCNC(=O)c1cc(-c2cccnc2)nc2ccccc12
→ -16, -10
- COc1ccc(C(=O)N2CCC3(CC2)NC(=O)N(Cc2ccccc2)C3=O)c(OC)c1
→ 9, -4
- COc1ccc(/C=C2/C(=O)ON=C2C)cc1Br
→ 14, -12
- COc1cc(CNC(=O)CC2CCN(c3ccnc(OC)n3)CC2)cc(OC)c1
→ 1, 0
- CCOc1ccc(C(=O)Nc2cc(-c3nc4ccccc4o3)ccc2C)cc1[N+](=O)[O-]
→ 2, -4
- Cc1cccc(C)c1NC(=O)C/C(N)=N/O
→ i, -3
- CCN1C(=O)COc2ccc(-c3noc(C=Cc4ccc(C)cc4)n3)cc21
→ -6, -5
- CN1CCC(N(C)Cc2ccccc2[N+](=O)[O-])CC1
→ -7, -4
- Cc1ccc(CN2CC34C=CC(O3)C(C(=O)NCc3ccccc3)C4C2=O)cc1 (stereo unspecified)
→ 13, -1
- CCCCOc1ccc(C(=O)Nc2c3c(nn2-c2ccccc2C)CS(=O)(=O)C3)cc1
→ 7, -1
- O=S(=O)(Cc1ccccc1)NCc1cccnc1
→ 3, -6
- O=C1c2ccccc2C(=O)N1CCCc1nc2ccccc2c(=O)n1-c1nccs1
→ 3, -4
- O=C(NC1CCCC1)C1c2ccccc2C(=O)N1C1CCCCCC1 (stereo unspecified)
→ -1, -10
- Cc1ccc(NC(=O)C(=O)NCCN2CCN(S(C)(=O)=O)CC2)cc1
→ 0, -6
- O=C(NC12CC3CC(CC(C3)C1)C2)c1cc2ccccc2o1
→ -2, -5
- O=C(c1cccc(F)c1)N1CCN(C(=O)c2nnn3c2COC(c2ccccc2)C3)CC1 (stereo unspecified)
→ 1, -3
- CCOC(=O)N1CCN(CCC(=O)Nc2cccc(Cl)c2C)CC1
→ 2, -1
- CC(C)Cc1ccc(C#N)c(SCC(N)=O)n1
→ -2, 8
- CCN(CC)S(=O)(=O)c1ccc2nc(-c3ccccc3)[nH]c2c1
→ -2, -11
- COc1cccc(-c2oncc2CN2CCN(c3ccccc3)CC2)c1
→ 19, -1
- COc1ccc(OCc2nc(-c3sc4ccccc4c3C)cs2)cc1
→ ., 3&-10
- Cc1ccc(CNC(=O)CN2C(=O)/C(=C/c3ccccc3C)Sc3ccccc32)cc1
→ 4, -1
- O=C(COc1ccccc1)Nc1nc2c(s1)CN(S(=O)(=O)c1ccccc1)CC2
→ 3, -5
- Cc1cccc(NS(=O)(=O)c2ccc(Cl)cc2)n1
→ -2, 0
- CCc1ccc(CNc2nc3ccncc3n(CC)c2=O)cc1
→ -2, -11
- COc1ccc(NC(=O)CSc2nccc(N3CCCC3)n2)cc1Cl
→ 24, -7
- O=C(Nc1cccc(Cl)c1)c1cc(S(=O)(=O)NCCc2ccc(Cl)cc2)ccc1F
→ 80*, -8
- CCOc1cc(OCC)cc(C(=O)Nc2cccc(-c3nc4ncccc4o3)c2)c1
→ -3, 0
- COc1cc(C2=NOC(C(=O)NCC(C)C)C2)cc(OC)c1OC (stereo unspecified)
→ -9, -2
- O=C(Nc1ccc(Cl)c(Cl)c1)c1ccc(F)c(S(=O)(=O)NC2CCCC2)c1
→ 65*, -3
- CC1=C(C(=O)Nc2ccccc2C(F)(F)F)C(c2ccccn2)C2=C(CC(C)(C)CC2=O)N1 (stereo unspecified)
→ 10, -2
- Cc1sc2cc(C(=O)NC(C)(C)C)[nH]c2c1CN1CCOCC1
→ -6, 14
- COc1nn(C)cc1C(=O)NCC(=O)Nc1cccc(NS(C)(=O)=O)c1
→ -15, -8
- Cc1ccc(OCc2nc(-c3cccc([N+](=O)[O-])c3)no2)c(C)c1
→ -6, -8
- CC(=O)NC1(C(Cl)(Cl)Cl)Oc2ccc(C(C)(C)C)cc2O1 (stereo unspecified)
→ 8, 1
- Cc1cccc(-c2noc(C3CCCN3C(=O)c3ccccc3C)n2)c1 (stereo unspecified)
→ -4, -5
- CNS(=O)(=O)c1ccc(Sc2ccc(S(=O)(=O)NC)cc2)cc1
→ -4, -7
- COc1ccc(OC)c(/C=C2\SC(N3CCCCCC3)=NC2=O)c1
→ -12, -2

Next entries:
Under each structure – mHTT-CaM PPI inh, Pf apPOL block
- COc1ccc(-c2coc3cc(OC(=O)C(C)(C)C)ccc3c2=O)cc1OC
→ 8, -3
- O=C(CCS(=O)(=O)c1ccc(Br)s1)Nc1ccccc1C(F)(F)F
→ -4, -1
- O=C1OC(c2cccc(Br)c2)=N/C1=C/c1ccc2c(c1)OCO2
→ 5, -4
- COc1cccc(C2=N/C(=C\c3ccc(SC)cc3)C(=O)O2)c1
→ -3, 1
- Cc1ccccc1C(=O)N1CCN(c2nc(CN3CCCCC3)cs2)CC1
→ 8, -5
- CCCCOc1ccc(/C=C2N=C(/C=C/c3cccc([N+](=O)[O-])c3)OC\2=O)cc1
→ 3, -3
- NS(=O)(=O)c1ccc(CCNC(=O)c2ccc3c(c2)OCO3)cc1
→ 0&3, 2&6
- CC(C)CCNC(=O)CN1CCN(C(=O)Nc2ccc(Cl)cc2)CC1=O
→ -3, -1
- CCc1nnc(-c2cccn2CC(=O)Nc2ccccc2CC)o1
→ 2, -3
- CCOC(=O)c1oc2nc3c(c(-c4cccnc4)c2c1N)CCc1ccccc1-3
→ ., -3
- COc1ccc(C(=O)N2CCC3(CC2)NC(=O)c2ccc(Cl)cc2N3)c(C)c1
→ -5, -2
- COc1cc(/C=C2\C(=O)NN(c3ccc(C)c(Cl)c3)C2=O)ccc1OCc1ccccc1
→ 1, 2
- Cn1ncc2c1ncn1nc(-c3ccccc3)nc21
→ -8, -3
- Cc1ccc(CNC(=O)O[C@H]2CC[C@@]34CCCN3C(=O)CCC[C@H]4[C@H]2C)cc1
→ 2, -6
- O=[N+]([O-])c1ccc(N=Cc2cc(Br)cc([N+](=O)[O-])c2O)c(O)c1
→ 33, .
- Cc1ccc(C2CC(c3cccc(C)c3)n3nc(N)nc3N2)cc1 (stereo unspecified)
→ 46, -2
- O=C(Nc1ccc2ncnc(N3CCCCC3)c2c1)c1ccccc1
→ 27, 0
- COc1cccc(CNC(=O)c2ccc3c(c2)NC(=O)C(N2CCCCC2)S3)c1 (stereo unspecified)
→ 11, -17
- O=c1c2ccccc2c(-c2ccc(Cl)cc2)nn1CN1CCOCC1
→ ., -21
- CC(=O)N(CN1C(=O)c2cc(Cl)c(Cl)cc2C1=O)c1cccc(C)c1
→ 5, -1
- CC(C)C(C(=O)Nc1ccc([N+](=O)[O-])cc1)N1C(=O)c2ccccc2C1=O (stereo unspecified)
→ -2&-2, -11&-1
- O=c1c2ccccc2nc(/C=C/c2ccc3c(c2)OCO3)n1CCCO
→ 9, -3
- COc1ccc(Cl)cc1NC(=O)C(NS(=O)(=O)c1cccs1)C(C)C (stereo unspecified)
→ 3, 5
- O=S(=O)(NCc1csc2ccc(Cl)cc12)c1ccc(Cl)cc1
→ ., -2
- C(=Nc1ccccc1)C1=C(c2ccccc2)SC(c2ccccc2)C(Cc2ccccc2)=C1 (stereo unspecified)
→ 15, .
- CCC(=O)NCC(=O)N1N=C(c2cccs2)CC1c1ccc(F)cc1 (stereo unspecified)
→ 14, 0
- Cc1cccc(-c2nccc(C3CCCN(C(=O)c4cccc(F)c4)C3)n2)c1 (stereo unspecified)
→ 8, -2
- COc1ccc2oc(-c3noc(-c4cncc(Br)c4)n3)c(C)c2c1
→ 0, 2
- C=C(C)CN(CC)C(=O)C1CCN(Cc2cccnc2)CC1
→ -1, 0
- NC(=O)c1c(NC(=O)C2CCCN(C(=O)c3cc(F)cc(F)c3)C2)sc2c1CCCC2 (stereo unspecified)
→ 47, -19

In another format: three of the compounds above.
> COc1cc(/C=C2\C(=O)NN(c3ccc(C)c(Cl)c3)C2=O)ccc1OCc1ccccc1
  mHTT-CaM PPI inh: 1
  Pf apPOL block: 2

> Cn1ncc2c1ncn1nc(-c3ccccc3)nc21
  mHTT-CaM PPI inh: -8
  Pf apPOL block: -3

> Cc1ccc(CNC(=O)O[C@H]2CC[C@@]34CCCN3C(=O)CCC[C@H]4[C@H]2C)cc1
  mHTT-CaM PPI inh: 2
  Pf apPOL block: -6
